Hck-Nef inh – inhibitors of human Hck kinase activated by Nef; P08631; Recombinant Hck-YEEI plus Nef, Z-Lyte FRET kinase assay; inhibition, % at 20 µM; 220,000 tested, 0.68% active; AID 463187;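 active = Hck-Nef kinase inhibition above about 50%, limit read from the data; inactive = inhibition below that limit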;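 also: 0% = DMSO with Hck plus Nef and 100% = Hck alone without Nef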
MDM2 E3 inh – blocks human Mdm2 ubiquitin ligase activity | signal enhancement, % at 5 µM | 210,000 tested, 0.11% active | cell-based MDM2 ubiquitination luciferase reporter, 2 h; 0 = plate control, 100 = twice control, blank-subtracted | Q00987;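 active = signal enhancement of 30% or more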;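 also: luminescence tracks abundance of the self-degrading MDM2-luciferase fusion protein; higher signal means inhibition of MDM2 E3 ligase activity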
Target sequence (Q00987 whole entry, looked up, the tested form may be a part): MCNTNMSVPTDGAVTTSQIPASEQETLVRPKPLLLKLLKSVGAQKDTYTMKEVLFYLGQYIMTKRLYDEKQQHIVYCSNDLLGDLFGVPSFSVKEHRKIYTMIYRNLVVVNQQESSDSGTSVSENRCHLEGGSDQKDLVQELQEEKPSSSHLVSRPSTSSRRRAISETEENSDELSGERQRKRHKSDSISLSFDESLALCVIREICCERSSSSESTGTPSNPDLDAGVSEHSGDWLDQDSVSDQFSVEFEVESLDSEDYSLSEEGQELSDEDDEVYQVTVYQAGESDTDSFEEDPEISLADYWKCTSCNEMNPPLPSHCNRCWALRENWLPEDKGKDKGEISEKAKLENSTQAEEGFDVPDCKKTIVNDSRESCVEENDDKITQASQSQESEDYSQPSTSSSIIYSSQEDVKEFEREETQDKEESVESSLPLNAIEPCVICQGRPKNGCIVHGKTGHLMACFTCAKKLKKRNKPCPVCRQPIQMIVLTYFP
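Assay system: stable mammalian line carrying autodegrading MDM2–luciferase fusion reporter; Input: 2000 cells in each well; Compound dosing: single-point 5 µM; Schedule: 2 h compound exposure at 37 °C; Signal: SteadyLite luciferase luminescence after 15 min room-temperature reagent incubation; Evaluation: % luminescence enhancement versus blank-corrected plate control mean; Benchmarks: plate controls and plate blanks.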
NPY2 pot ag – potentiates or activates human NPY-Y2 receptor; activation, % at 3.6 µM; P49146; 220,000 tested, 0.45% active; cells expressing NPY-Y2, potentiator/agonist read-out; in the data active = activation above about 27%;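 also: cells stimulated with NPY near EC25 plus isoproterenol at EC100; 0% = vehicle plus submaximal agonist and 100% = vehicle plus saturating agonist; some results beyond the cut were filed as inactive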
Target sequence (P49146 whole entry, looked up): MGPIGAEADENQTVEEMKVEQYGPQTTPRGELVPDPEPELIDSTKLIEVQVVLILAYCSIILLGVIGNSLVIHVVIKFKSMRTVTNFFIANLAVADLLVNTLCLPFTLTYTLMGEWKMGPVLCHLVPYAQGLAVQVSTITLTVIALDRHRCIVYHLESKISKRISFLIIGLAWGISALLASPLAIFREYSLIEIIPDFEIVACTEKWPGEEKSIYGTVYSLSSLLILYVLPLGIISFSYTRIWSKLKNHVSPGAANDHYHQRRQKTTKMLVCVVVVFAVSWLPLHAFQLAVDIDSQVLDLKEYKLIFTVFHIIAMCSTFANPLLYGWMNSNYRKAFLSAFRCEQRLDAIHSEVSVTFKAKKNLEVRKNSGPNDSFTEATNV
Runt-SMMHC FRET – blocks binding of human RUNX1 Runt domain to CBFb-SMMHC. Q01196+Q13951. Cerulean-Runt/Venus-CBFb-SMMHC FRET ratio 530/480, 1 h. inhibition, % at 20 µM. 220,000 tested, 0.74% active;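 active = mean inhibition across duplicate retests at 20 µM reaching about 50%, limit read from the data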;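 also: 0% = DMSO wells and 100% = wells with excess untagged CBFb-SMMHC; inhibitors lower the FRET ratio by blocking Runt binding to CBFb-SMMHC; some results filed as inactive read as strong as hits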
NPY-Y1 PAM-ag – human NPY-Y1 potentiation or agonism, primary screen. NPY-Y1 expressing cells, potentiator/agonist activation. activation, % at 3.6 µM. 220,000 tested, 0.37% active. AID 1304; in the data active = activation above about 33%, passing the limit was not always enough;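 also: cells stimulated with NPY at EC10 then isoproterenol at EC100; 0% = low agonist plus stimulus and 100% = saturating agonist plus stimulus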
Runt-CBFb FRET – Runt domain-CBFb interaction inhibition | Q01196+Q13951 | Cerulean-Runt/Venus-CBFb FRET ratio 530/480, 1 h | inhibition, % at 20 µM | 220,000 tested, 0.46% active | AID 1496;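 active = inhibition over about 50% at 20 µM in the single-dose screen, limit read from the data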;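 also: 0% = DMSO wells and 100% = excess unlabeled CBFb competitor control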
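test system = Cerulean-Runt domain fusion protein, energy donor | probe or stimulus = Venus-CBFb binding partner, 100 nM | incubation = two 1 h room-temperature incubations shielded from light | detection = fluorescence energy transfer, 422 nm excitation, 530/480 nm emission | measure = loss of energy transfer signal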
p97 inhibitor – blocks human p97 ATPase activity; recombinant p97 ATPase, Kinase-Glo ATP luminescence, 3 h; 220,000 tested, 0.42% active; P55072; inhibition, % at 8 µM; in the data active = inhibition above about 15%;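 also: 0% = DMSO vehicle and 100% = wells lacking enzyme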
NPY-Y1 antag – blocks the human neuropeptide Y Y1 receptor. HEK293-CNG Y1 cells, membrane potential fluorescence; NPY at EC95, then isoproterenol. inhibition, % at 3.6 µM. 200,000 tested, 1% active. AID 1040;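 active = inhibition above the campaign mean inhibition of all tested compounds plus 3 SD, cut at about 20% in these data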;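 also: 0% = DMSO wells given NPY plus isoproterenol and 100% = isoproterenol alone without NPY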
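Material: HEK293 Y1/CNG channel cell line | Also added: NPY (25 nM), isoproterenol (1 µM), Ro 20-1724 (25 µM) | Compound: One concentration, 3.6 µM, in 0.4% DMSO | Schedule: 3 h dye uptake, 1 h room-temperature compound, 45 min post-isoproterenol | Signal: Membrane-potential fluorescent dye readout | Read-out: % inhibition of NPY effect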
RBBP9 inh – human RBBP9 hydrolase inhibition; inhibition, % at 7.94 µM; 220,000 tested, 0.2% active; AID 1515; recombinant RBBP9, FP-Rh probe fluorescence polarization;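 active = inhibition above the campaign mean of all tested compounds plus 3 SD, cut at about 14% in these data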;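 also: plate controls were DMSO wells with RBBP9 for no effect and wells lacking RBBP9 protein for full effect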
Target sequence (O75884 whole entry, looked up): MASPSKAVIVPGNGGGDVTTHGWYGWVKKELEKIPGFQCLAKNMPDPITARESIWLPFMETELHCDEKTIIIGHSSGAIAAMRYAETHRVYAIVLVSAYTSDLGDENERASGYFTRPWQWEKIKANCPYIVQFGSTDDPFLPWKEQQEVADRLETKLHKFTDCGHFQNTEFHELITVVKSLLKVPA
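System: RBBP9 protein / Quantity: 2.5 µM RBBP9 dispensing solution, before mixing / Also added: Serine-hydrolase probe FP-Rh, 375 nM pre-mixing / Dosing: 7.94 µM single dose, 0.794% DMSO / Timing: enzyme-compound preincubation 30 min, then probe labeling 45 min, 25 °C / Signal: FP readout at 525/598 nm / Controls: DMSO-treated enzyme wells and wells lacking RBBP9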
* marks the source's active call; other numbers are inactive results; x = not tested or not shown.

The opening five records as a preview:
p97 inhibitor | Runt-SMMHC FRET | Hck-Nef inh | MDM2 E3 inh | mol | NPY-Y1 PAM-ag | NPY-Y1 antag | Runt-CBFb FRET | RBBP9 inh | NPY2 pot ag
3 | 58* | 13 | -11 | Cc1ccccc1C(=O)N=c1c(C#N)cc2c(=O)n3cccc(C)c3nc2n1Cc1ccco1 | -1 | -6 | 124* | -1 | 16
3 | 0 | 24 | -5 | CC(=O)c1c(C)[nH]c(C(=O)NCc2cccc(Cl)c2)c1C | 9 | -2 | -1 | 0 | -3
-3 | 4 | -2 | -4 | CCC(=O)N(Cc1cccs1)C1CCOC(C)(C)C1 (stereo unspecified) | 6 | -7 | -1 | -9 | -10
9 | -16 | 2 | -14 | O=C(c1coc2ccc(O)c(CN3CCOCC3)c12)C1CC1 | -3 | 7 | 0 | -8 | 6
2 | -1 | 14 | 1 | COc1ccc(S(=O)(=O)N2CCC(C(=O)N3CCOCC3)CC2)cc1Cl | 0 | -5 | -2 | -5 | -1

Results, previewed entries included:
p97 inhibitor | Runt-SMMHC FRET | Hck-Nef inh | MDM2 E3 inh | mol | NPY-Y1 PAM-ag | NPY-Y1 antag | Runt-CBFb FRET | RBBP9 inh | NPY2 pot ag
3 | 58* | 13 | -11 | Cc1ccccc1C(=O)N=c1c(C#N)cc2c(=O)n3cccc(C)c3nc2n1Cc1ccco1 | -1 | -6 | 124* | -1 | 16
3 | 0 | 24 | -5 | CC(=O)c1c(C)[nH]c(C(=O)NCc2cccc(Cl)c2)c1C | 9 | -2 | -1 | 0 | -3
-3 | 4 | -2 | -4 | CCC(=O)N(Cc1cccs1)C1CCOC(C)(C)C1 (stereo unspecified) | 6 | -7 | -1 | -9 | -10
9 | -16 | 2 | -14 | O=C(c1coc2ccc(O)c(CN3CCOCC3)c12)C1CC1 | -3 | 7 | 0 | -8 | 6
2 | -1 | 14 | 1 | COc1ccc(S(=O)(=O)N2CCC(C(=O)N3CCOCC3)CC2)cc1Cl | 0 | -5 | -2 | -5 | -1
2 | -3 | -3 | -12 | CC(=O)c1c(O)cc(C)n(-c2ccc(F)cc2)c1=O | 8 | 4 | 2 | -1 | -6
5 | -2 | 3 | x | C#CCOCCOCCOCCNc1nc(N2CCOCC2)nc(N2CCN(C(=O)[C@H](CCCCN)n3cc([C@@H](N)CC(C)C)nn3)CC2)n1 | 9 | 5 | 0 | 4 | 6
-1 | -2 | 2 | -15 | N/C(=N\OC(=O)c1ccc(Cl)cc1)c1nonc1N | -15 | 0 | -1 | 4 | 0
-1 | 3 | -18 | -13 | Cc1cc(N2C(=O)C(=O)/C(=C(/O)c3ccc(F)cc3)C2c2ccc(F)cc2)no1 (stereo unspecified) | -3 | 5 | -1 | -4 | -11
1 | 2 | 23 | -8 | Cc1ccc(CN2CCN(/N=C/c3ccc(N(C)C)cc3)CC2)cc1 | 25 | x | 4 | -7 | 12
-3 | 0 | 1 | -23 | O=C1c2ccccc2CCC12N=NCC2c1ccc(Cl)cc1 (stereo unspecified) | 11 | 11 | -2 | -4 | -16
-2 | 1 | -1 | -7 | COc1ccccc1-n1c(SCC(=O)NC(C)(C)C)nc(O)c(Cc2ccccc2)c1=O | 14 | -1 | 0 | -4 | 5
5 | 1 | 4 | 0 | CC1(C)CC(OC(=O)c2ccco2)CC(C)(C)N1O | 17 | 3 | -1 | -10 | 17
0 | -35 | -1 | -11 | CN(C)c1ccc(/C=C/c2cc[n+](C)cc2)cc1 | -4 | 0 | -23 | -35 | -3
4 | -2 | -13 | -12 | Clc1ccccc1-c1nnc2n1CCCCC2 | 22 | x | 1 | 0 | -5
-6 | -8 | 1 | -8 | O=C(CCc1nc2ccccc2s1)N1CCN(S(=O)(=O)c2cccs2)CC1 | -7 | -4 | -1 | -11 | 11
1 | -1 | 18 | -2 | O=c1cc(-c2ccc(C3CCCCC3)cc2)[nH][nH]1 | 17 | 1 | 4 | -7 | 6
1 | 0 | 22 | -7 | CC(C)C(=O)Nc1ccc(C(=O)Nc2nnc(C(C)(C)C)s2)cc1 | 11 | -1 | 0 | -6 | 0
4 | -1 | 16 | 1 | COC(=O)Cn1c(O)c(N=NC(=O)OC)c2ccccc21 | 21 | x | -1 | -4 | 3
3 | -2 | 17 | -9 | Cc1ccc[n+](-c2[nH]c(=O)sc2/C=N/N=C(\[O-])CCn2c3ccccc3c3ccccc32)c1 | 13 | x | 1 | -3 | -4
6 | 26 | 12 | 0 | Cc1cc([N+](=O)[O-])nn1CCCC(=O)Nc1sc2c(c1C(N)=O)CCCC2 | -31 | 0 | 49 | -8 | -4
x | -2 | 26 | -8 | S=C1NC[C@H](c2ccccc2)N1CCCCC1CCCCC1 | x | x | -2 | x | x
5 | -5 | 2 | 3 | O=C(/C=C/c1ccccc1)NC(NC(=S)Nc1cc(Cl)ccc1Cl)C(Cl)(Cl)Cl (stereo unspecified) | 8 | -7 | 0 | -31 | 25
-2 | 27 | 11 | 5 | CC(C)OC(=O)c1cc(C(=O)c2cc(Cl)ccc2O)coc1=N | 14 | 0 | 7 | -4 | 2
7 | -8 | -8 | 0 | CCN(CC)C(=O)c1ccc(-c2ccccc2)cc1 | 31 | 3 | -4 | 1 | 23
5 | -1 | 2 | 11 | O=C(COC(=O)c1ccncc1)NCc1ccccc1 | -8 | -8 | -1 | -10 | -11
5 | -3 | 15 | 2 | Cc1cc(C(=O)NCCc2ccc(Cl)cc2)no1 | 12 | 4 | 0 | -1 | -3
5 | 1 | 17 | -20 | Nc1cc(=O)[nH]c(SCC(=O)Nc2ccccc2-c2ccccc2)n1 | -9 | 1 | 1 | -1 | 8
-2 | -2 | 2 | 1 | O=C(COC(=O)COc1ccc(Br)cc1)NCCC1=CCCCC1 | -37 | 3 | -2 | -4 | 0
-7 | -2 | -5 | -5 | Cc1ccc(NC(=O)CSc2nnc([C@H](C)NC(=O)OC(C)(C)C)o2)c(C)c1 | -1 | x | 0 | 1 | -26
-1 | -1 | 2 | -22 | Fc1cccc(F)c1/C=N/Nc1ccccn1 | -1 | 4 | 2 | -8 | 1
9 | 33 | 0 | -9 | CCN(CC)c1ccc(NC(=O)COc2ccccc2C)cc1S(=O)(=O)Nc1ccccc1OC | -10 | 18 | 43 | -14 | -7
-2 | 3 | 4 | -11 | CC1Cc2ccccc2N1C(=O)c1ccc(N2CCCC2)c([N+](=O)[O-])c1 (stereo unspecified) | -16 | -5 | 1 | -8 | 1
-2 | 2 | -4 | -11 | Cc1nnc(SCc2nnc(-c3ccccc3)o2)n(N)c1=O | 5 | 0 | 0 | -1 | 7
-8 | 1 | 5 | -7 | O=C(NCCN1C(=O)C2C3C=CC(C3)C2C1=O)N1CCOCC1 (stereo unspecified) | 17 | 7 | 1 | -3 | -1
4 | 2 | 2 | x | COCCN1Cc2cccc(C(=O)Nc3ccc(S(=O)(=O)N4CCOCC4)cc3)c2C1=O | 0 | -1 | 0 | -5 | 9

Single records (already shown):
`Nc1cc(=O)[nH]c(SCC(=O)Nc2ccccc2-c2ccccc2)n1` as listed: p97 inhibitor = 5; Runt-SMMHC FRET = 1; Hck-Nef inh = 17; MDM2 E3 inh = -20; NPY-Y1 PAM-ag = -9; NPY-Y1 antag = 1; Runt-CBFb FRET = 1; RBBP9 inh = -1; NPY2 pot ag = 8
`O=C(NCCN1C(=O)C2C3C=CC(C3)C2C1=O)N1CCOCC1` (stereo unspecified) as listed: p97 inhibitor = -8; Runt-SMMHC FRET = 1; Hck-Nef inh = 5; MDM2 E3 inh = -7; NPY-Y1 PAM-ag = 17; NPY-Y1 antag = 7; Runt-CBFb FRET = 1; RBBP9 inh = -3; NPY2 pot ag = -1

Next results follow:
p97 inhibitor | Runt-SMMHC FRET | Hck-Nef inh | MDM2 E3 inh | mol | NPY-Y1 PAM-ag | NPY-Y1 antag | Runt-CBFb FRET | RBBP9 inh | NPY2 pot ag
6 | -1 | 0 | -12 | COc1ccc(/C=C/C(=O)c2ccc(O)cc2)cc1COc1ccc(F)cc1 | 7 | -6 | 0 | -26 | 1
-1 | -107 | -36 | -9 | N#Cc1ccc(-c2cccnc2)nc1SCC(=O)c1ccccc1 | -6 | x | -104 | -13 | -4
6 | 2 | 0 | -11 | Cn1cc(S(=O)(=O)NCc2ccco2)c(=O)n(C)c1=O | -2 | 4 | 2 | -2 | 8
-5 | 3 | 14 | -12 | NC(=O)c1ccc(C(F)(F)F)n(Cc2ccc(F)c(F)c2)c1=O | -7 | 5 | -3 | -2 | 3
5 | -10 | 19 | 11 | O=C(O)c1ccc2c(c1)C(=O)/C(=C/c1ccccc1)C2=O | -6 | 2 | -1 | 3 | 1
-1 | x | 13 | x | CCn1c(SCC(=O)Nc2ccc(NC(=O)c3ccco3)cc2)nnc1-c1cccs1 | -11 | -3 | x | -7 | -11
2 | -3 | -19 | -3 | Cc1ccc(N2C(=O)CC2(C#N)c2ccc(OCc3ccccc3)cc2)cc1 (stereo unspecified) | -11 | 1 | -2 | -4 | -14
-3 | -6 | 1 | -9 | CCC(C)(C)n1nnnc1CN(Cc1cc2cc(OC)ccc2[nH]c1=O)C1CCCC1 | -12 | 0 | -2 | -2 | -7
-11 | 2 | 10 | -3 | COc1cc(CNCCO)cc(Cl)c1OCc1ccc(Cl)cc1Cl | 17 | -3 | 2 | 0 | 4
1 | 1 | 7 | x | COc1ccc(N2C(=O)c3ccccc3NC23C(=O)N(C)c2ccccc23)cc1 (stereo unspecified) | 11 | 3 | 0 | -6 | -5
5 | 1 | 2 | -10 | CCNC(=S)N(Cc1cccs1)Cc1cc2cc(OCC)ccc2[nH]c1=O | 2 | 5 | -1 | -1 | -14
-2 | -1 | 0 | -10 | C=C(Cl)COc1ccc2c(C)cc(=O)oc2c1 | -9 | -6 | 0 | -4 | -16
-4 | 0 | 0 | -15 | O=C1CC(C(=O)Nc2ccccc2)C2(CCCC2)O1 (stereo unspecified) | 15 | 2 | 0 | -12 | 1
-1 | 10 | 4 | -17 | COC(=O)c1c(C)[nH]c(C(=O)/C=C/c2ccccc2)c1C | -21 | 4 | 0 | -3 | -5
-3 | 2 | 0 | 2 | O=C(NCc1ccccc1)C1CCN(S(=O)(=O)N2CCCCCC2)CC1 | 2 | -8 | -2 | -7 | -7
8 | 2 | 7 | -16 | COc1ccc(S(=O)(=O)N2CCC(C(N)=O)(N3CCCCC3)CC2)cc1 | 27 | 1 | 1 | -1 | 20

Screening results from PubChem.
